From PubChem BioAssay
Autophagy mod = alters autophagy in cells; MEF GFP-LC3 puncta imaging; test concentration mostly 10 µM; 190,000 tested, 0.98% active; calls only at 10 µM (by protocol);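 active = percentage of spot-positive cells more than 3 SD above its plate mean, without a fluorescence outlier flag or 80% toxicity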;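 also: spot-positive cell cutoff set from DMSO-treated cells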
Insulin prom up = MIN6 insulin promoter up-regulation; 190,000 tested, 0.3% active; MIN6 insulin promoter-GFP reporter, high-content imaging; active compounds read high; z-score at 5 µM;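 active = z-score above 3 at 5 µM with at least 500 cells counted in the well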
Hep lipid drop = hepatic lipid droplet formation modulation; AML12 mouse hepatocytes, oleate lipid droplets, BODIPY imaging; 240,000 tested, 0.4% active; inhibition, % at 6.5 µM;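 active = lipid droplet intensity inhibited by at least 50%, with more than 500 cells counted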
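System: AML12 hepatocytes (mouse). Probe or stimulus: oleic acid at 100 µM to induce lipid droplet formation. Times: overnight treatment with compound plus oleate. Detection: Image-based BODIPY and DAPI two-channel analysis. Evaluation: percent inhibition of filter-corrected integrated lipid droplet intensity per well.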
T cell HTS = T cell immune modulation candidate. 2C CD8+ T cell-vesicle binding, flow cytometry; active compounds read low. 330,000 tested, 0.068% active. calls only at 7 µM;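 active = response, share of CD8 T cells binding vesicles, and their 90th percentile fluorescence all below set limits, cut at about 80% in these data, passing the limit was not always enough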
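Benchmarks: naked versus QL9-loaded vesicles / Assay system: purified 2C TCR transgenic mouse naive CD8+ T cells / Technique: high-throughput flow cytometry with anti-B7-1 and anti-CD8 staining / Timing: Cell–vesicle co-incubation 1.5 h at 37 °C, staining 20 min on ice / Read-out: percent CD8+ FL2 mean versus row control / Probe or stimulus: QL9-loaded Drosophila micro-vesicles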
human PMI inhibitors = MPI inhibition at elevated mannose 6-phosphate – biochemical, fluorescence intensity, high mannose 6-phosphate, primary screen (AID 1220); recombinant PMI enzyme, coupled fluorescence intensity; higher % means a stronger effect; inhibition, % at 20 µM; hits with a dose series show IC50 in µM; 190,000 tested, 0.66% active
human PMI inhibition = MPI enzyme activity inhibition – biochemical, fluorescence intensity, coupled assay, primary screen (AID 1209); 190,000 tested, 0.42% active; purified PMI enzyme, coupled fluorescence intensity; higher % means a stronger effect; inhibition, % at 20 µM; hits with a dose series show IC50 in µM;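 also: plate controls were DMSO vehicle for no effect and wells lacking substrate for full effect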
MT stabilizer = microtubule stabilization, imaging screen | HeLa tubulin immunostaining HCS, 24 h; share of cells brighter than vehicle mean+2SD | % tubulin-high responders, % at 10 µM | 200,000 tested, 0.83% active | AID 2205;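 active = plate Z-score above 3 for both tubulin-high and condensed-nucleus cell shares, with cell loss under 80%, at 10 µM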;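 also: anti alpha tubulin signal scored within the nucleus-defined area of each cell; some results filed as inactive read as strong as hits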
TNAP activators = human TNAP enzyme activators, primary screen, biochemical, luminescent, no phosphate acceptor, uHTS (AID 1001); purified TNAP, luminescent activation assay, no phosphate acceptor; higher activation fold means a stronger effect; one-dose activation fold at 20 µM; EC50 in µM for titrated hits; 200,000 tested, 0.03% active; in the data active = activation fold from about 3, or a potency from the dose series; inactive = the rest, 99 in 100 with activation fold below about 1.6; also: many of its hits are not listed in these tables
bCat nuc transl = alters nuclear translocation of beta-catenin in HeLa cells; 190,000 tested, 0.3% active; nuclear translocation activity, % at 5 µM; AID 1665; immunofluorescence imaging;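 active = nuclear translocation activity above 50% at 5 µM, with a well cell count of 50 or more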;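 also: per-cell ratio of nuclear to cytoplasmic median beta-catenin stain intensity; plate controls were DMSO negative control for no effect and GSK-3 inhibitor IX positive control for full effect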
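System: HeLa cells, endogenous beta-catenin; compound dosing: 5 µM primary single dose, 0.1% DMSO, 0.02–20 µM confirmation series; incubation: 24 h compound exposure at 37°C, 5% CO2; signal: beta-catenin immunofluorescence imaging with DAPI; evaluation: % activation, nuclear-to-cytoplasmic median beta-catenin signal ratio per cell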
Insulin prom up cell count = further read-out of Insulin prom up, marked with its call; cell count; measured here: cytotoxicity, nuclei count;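 total cells summed across four imaged fields per well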
Hep lipid drop cells 6.5 µM = recorded beside Hep lipid drop, whose call it bears; cell count; measured here: cell count, cytotoxicity flag;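 cells counted across two imaged fields per well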
bCat nuc transl cell count 5 µM = second read-out of bCat nuc transl, no call of its own (marks repeat the call); cell count; measured here: cell count, cytotoxicity flag
T cell HTS vesicle-bound % = second read-out of T cell HTS, no call of its own (marks repeat the call); double positive events, %; measured here: CD8+ vesicle-bound cell fraction;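 binding gate set so that unloaded-vesicle control wells show 10% double positive cells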
MT stabilizer Hoechst-high % = recorded beside MT stabilizer, whose call it bears; % Hoechst-high responders; measured here: nuclear condensation Hoechst responders;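 share of cells brighter than vehicle mean plus two SD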
MT stabilizer cytotoxicity % = also measured in MT stabilizer; calls as there; toxicity, %; measured here: cytotoxicity by cell density;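 0% = mean cell density of plate MIN control wells and 100% = no cells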
Autophagy mod cell loss 18 h = also measured in Autophagy mod; calls as there; toxicity, %; measured here: cell loss, nuclei count;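 cell loss after 18 h compound exposure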
An asterisk follows results filed as active; i = inactive; x = no result given. Rule as the data show it, unless noted: active = inhibition above about 50%; inactive = the rest.

| smiles | TNAP activators | Insulin prom up | Autophagy mod cell loss 18 h | bCat nuc transl cell count 5 µM | Hep lipid drop | MT stabilizer cytotoxicity % | bCat nuc transl | human PMI inhibitors | human PMI inhibition | Hep lipid drop cells 6.5 µM | Insulin prom up cell count | MT stabilizer | T cell HTS | Autophagy mod | MT stabilizer Hoechst-high % | T cell HTS vesicle-bound % |
| --- | --- | --- | --- | --- | --- | --- | --- | --- | --- | --- | --- | --- | --- | --- | --- | --- |
| CC(=O)Nc1ccc(S(=O)(=O)NCC(=O)OC(C)c2ccccc2Cl)cc1 (stereo not given) | 1.1 | 0.06 | 4 | 1081 | 0 | 9.2 | -1.3 | 0% | -3% | 584 | 1144 | 5.4 | i | i | 2.7 | 42 |
| COc1ccc(-c2nc(-c3cccnc3)no2)cc1OC | x | -0.38 | x | 1219 | 10 | x | 0.6 | x | x | 781 | 1181 | x | i | x | x | 32 |
| CC(C)OCCCNC(=O)CNC(=O)c1cccs1 | 1.1 | 0.02 | 22 | 967 | x | 16 | -6.8 | 3% | 3% | x | 1488 | 1.5 | i | i | 3.4 | 35 |
| COC(=O)c1ccccc1NC(=O)CNc1cc(Cl)ccc1N1CCOCC1 | 1 | -0.47 | 26 | 865 | x | 8.7 | -1.1 | 10% | -8% | x | 1276 | 5.4 | i | i | 2.0 | 30 |
| CC(=O)SCCC(=O)Nc1ccccc1 | 1.1 | 1.1 | -4 | 1071 | 0 | 3.8 | -0.1 | -3% | 1% | 792 | 1245 | 3.3 | i | i | 3.3 | 15 |
| O=S(=O)(Nc1nc2ccc(S(=O)(=O)N3CCCC3)cc2s1)c1ccc(F)cc1 | 1.1 | 0.49 | 0 | x | 4 | 3.7 | x | -22% | 0% | 722 | 914 | 3.2 | i | i | 2.3 | 31 |
| COc1ccc2c(c1)CCc1cn3nc(C)cc3nc1-2 | 1.1 | -0.1 | 15 | 980 | 20 | 0.9 | -2.2 | 48% | 30% | 681 | 1423 | 6.3 | i | i | 2.4 | 11 |
| O=c1[nH][nH]c2cc(=O)n(-c3ccc(Cl)cc3)nc12 | 1 | 0.25 | 15 | 1057 | 5 | 7.9 | 2.2 | -2% | -30% | 724 | 1257 | 2.0 | i | i | 1.4 | 34 |
| O=C(NCc1ccc(N2CCCC2=O)cc1)Nc1ccccc1 | 1.2 | x | 2 | x | -5 | 2.4 | x | 14% | 17% | 712 | x | 2.6 | i | i | 1.6 | 51 |
| COCc1cc(=O)[nH]c(=S)[nH]1 | 1.1 | -0.04 | -1 | 424 | -8 | 12 | 6.3 | 5% | 0% | 628 | 1290 | 4.4 | i | i | 2.2 | 6 |
| Cc1ccc(N2CCN(CCCCN3C(=O)C4CCCN4C3=O)CC2)cc1 (stereo not given) | 1 | -0.07 | -10 | 461 | -12 | 5.5 | -0.2 | -22% | -22% | 697 | 1245 | 1.7 | i | i | 3.1 | 29 |
| COc1ccc(CCNCC(O)COc2cccc(Br)c2)cc1 (stereo not given) | 1.1 | 1.6 | 14 | 1160 | 3 | 7.7 | -1.7 | 0% | 0% | 614 | 993 | 10 | i | i | 10 | 50 |
| CCOC(=O)c1[nH]c(COC(=O)c2ccccc2NC(=O)c2ccco2)c(C(=O)OCC)c1C | 1 | 0.26 | 4 | 1235 | -5 | 9.3 | -2.2 | 7% | 14% | 773 | 1416 | 0.6 | i | i | 1.5 | 8 |
| CCCCCC(=O)Nc1ccc(N2CCN(C(=O)CCC)CC2)cc1 | 1.1 | 0.87 | 7 | 1015 | 0 | 6.7 | 0.5 | 8% | 10% | 667 | 1664 | 3.1 | i | i | 3.4 | 42 |
| Cc1cccc(OCC(=O)N/N=C/c2cccn2C)c1 | x | -1.1 | x | 1286 | -2 | x | 0.1 | x | x | 711 | 1040 | x | i | x | x | 10 |
| O=C(O)CCCNC1=NCCC1 | 1.1 | -0.37 | 2 | 1140 | x | 4.5 | -0.3 | 0% | 8% | x | 1117 | 2.6 | i | i | 1.9 | 24 |
| CC1CCCC(C)N1C(=O)CN1C(=O)C(C)(C)Oc2ccc(C(=O)NC3CCCC3)cc21 (stereo not given) | 1 | -1.1 | 1 | 1196 | -5 | 7.3 | -5.9 | -2% | -7% | 694 | 1086 | 2.3 | i | i | 1.6 | 44 |
| NC(=O)CSc1nnc(Cn2cnc3ccccc32)o1 | 1 | 0.95 | -5 | 1064 | 5 | 9.7 | -0.2 | -12% | -18% | 759 | 1249 | 4.8 | i | i | 1.8 | 36 |
| CN(CC(=O)NCc1ccc2c(c1)OCO2)S(=O)(=O)c1ccc(Br)s1 | 1.1 | 1.2 | 36 | 1017 | -1 | 0.3 | 1.5 | -1% | 8% | 770 | 862 | 2.8 | i | i | 1.0 | 13 |
| CNc1ccccc(-c2ccc3ccccc3n2)c1=O | 1.1 | 0.09 | 0 | x | 13 | 11 | x | 17% | -15% | 735 | 1223 | 5.3 | i | i | 2.9 | 44 |
| COCCNC(=S)N/N=C(\C)c1cccc(OC)c1 | 1 | -0.11 | 12 | 1070 | 2 | 8.7 | -0.3 | 2% | 2% | 636 | 1075 | 7.9 | i | i | 2.6 | 53 |
| O=C(c1ccc(N2CCOCC2)nc1)N1CCCCC1 | 1.2 | -0.01 | -3 | 1171 | x | 2.0 | -1.4 | -7% | -4% | x | 1341 | 2.1 | i | i | 1.6 | 34 |
| S=C(NCCc1ccccc1)NCCc1ccccc1 | 1.2 | -1.1 | 4 | 974 | -8 | 16 | -1.2 | 1% | 6% | 700 | 1263 | 2.6 | i | i | 2.7 | 26 |
| COc1cccc(Nc2nnc(SCC(=O)N(CC(C)C)CC(C)C)s2)c1 | 1.1 | -0.5 | -3 | 1395 | x | 7.4 | -4.3 | 24% | 22% | x | 1201 | 1.9 | i | i | 1.3 | 51 |
| COC(=O)CNC(=O)CSc1nnc(-c2ccc(OC)cc2)n1CC(C)C | 1.2 | -0.73 | -9 | x | x | 7.1 | x | -6% | -1% | x | 959 | 0.7 | i | i | 0.8 | 51 |
| CC(=O)N1CCN2C(=O)C1CCCC(=O)c1cc(C(C)C)ccc12 (stereo not given) | 1.1 | 0.09 | -8 | 1266 | 13 | 4.7 | -2.6 | -6% | -5% | 712 | 1171 | 4.2 | i | i | 2.4 | 26 |
| Cc1ccccc1C(C(=O)NC1CCCC1)N(C(=O)CNC(=O)c1ccco1)c1cccnc1 (stereo not given) | 1.1 | -0.13 | 14 | 1000 | -5 | 8.2 | -1.4 | 6% | 12% | 668 | 1596 | 1.8 | i | i | 1.4 | 64 |
| CC1=CN2CC(O)CN=C2C=C1 (stereo not given) | 1.1 | 0.24 | 0 | x | -4 | 8.2 | x | 4% | -2% | 783 | 936 | 1.9 | i | i | 1.2 | 52 |
| CCOc1cc(NC(=O)CCl)c(OCC)cc1NC(=O)CCl | x | 0.45 | x | 1303 | -9 | x | 1.1 | x | x | 703 | 996 | x | i | x | x | 8 |
| NS(=O)(=O)c1ccc(CCN2C(=O)/C(=C\c3ccc(Cl)cc3)SC2=S)cc1 | 1.1 | 0.13 | 0 | 992 | -8 | 6.4 | -1.4 | -4% | 7% | 626 | 1282 | 4.3 | i | i | 3.2 | 55 |
| CC(C)OP(=O)(OC(C)C)C(NC(=O)c1ccccc1Br)C(N)=O (stereo not given) | x | -0.09 | x | 1130 | 3 | x | 0.4 | x | x | 762 | 1432 | x | i | x | x | 54 |
| CC(C)(C)NC(=O)NC(=O)COC(=O)Cc1coc2ccc3ccccc3c12 | 1.1 | 0.97 | 30 | 1082 | 0 | 8.2 | 2.2 | 21% | 25% | 687 | 1393 | 2.2 | i | i | 1.7 | 11 |
| Cc1c(Cl)cccc1NC(=O)N1CCCC1 | 1.1 | -0.06 | 0 | 1072 | -21 | 4.2 | -0.1 | 2% | 9% | 706 | 1473 | 1.4 | i | i | 1.5 | 54 |
| Cc1[nH]n(-c2ccccc2)c(=O)c1C(=O)c1ccc(Cl)cc1 | x | -0.24 | x | 1256 | 11 | x | 0.8 | x | x | 725 | 1035 | x | i | x | x | 34 |
| Cc1ccc2c(c1)C(O)(C1COC(C)(C)CC1=O)C(=O)N2C (stereo not given) | 1 | -0.1 | -1 | 1424 | 1 | 8.9 | 0.1 | -4% | -4% | 713 | 1463 | 2.9 | i | i | 2.7 | 63 |
| COc1cc2ncnc(NCc3ccccc3C)c2cc1OC | 1.1 | -0.2 | -5 | 1006 | 46 | 5.2 | -0.1 | 5% | 11% | 590 | 1573 | 1.4 | i | i | 1.0 | 52 |
| COc1ccc(CNC(=O)c2ccc(=O)oc2)cc1OC | 1 | -0.11 | 2 | 1158 | x | 3.7 | -0.6 | 1% | -7% | x | 1033 | 3.9 | i | i | 2.5 | 36 |
| COC(=O)/C=C/c1sc2nc(C)cc(C)c2c1N=CN(C)C | 1 | -0.37 | 0 | 1066 | 5 | 5.9 | -2.2 | 5% | 6% | 726 | 1309 | 2.4 | x | i | 4.2 | x |
| Cc1ccc(S(=O)(=O)NCCCCCC(=O)NC(C)(C)CO)cc1 | 1.1 | 0.27 | -17 | 850 | x | 2.0 | -2.4 | 16% | 10% | x | 1471 | 7.2 | i | i | 2.7 | 22 |

Two successive entries from above, quoted:
| smiles | TNAP activators | Insulin prom up | Autophagy mod cell loss 18 h | bCat nuc transl cell count 5 µM | Hep lipid drop | MT stabilizer cytotoxicity % | bCat nuc transl | human PMI inhibitors | human PMI inhibition | Hep lipid drop cells 6.5 µM | Insulin prom up cell count | MT stabilizer | T cell HTS | Autophagy mod | MT stabilizer Hoechst-high % | T cell HTS vesicle-bound % |
| --- | --- | --- | --- | --- | --- | --- | --- | --- | --- | --- | --- | --- | --- | --- | --- | --- |
| CC(C)OP(=O)(OC(C)C)C(NC(=O)c1ccccc1Br)C(N)=O (stereo not given) | x | -0.09 | x | 1130 | 3 | x | 0.4 | x | x | 762 | 1432 | x | i | x | x | 54 |
| CC(C)(C)NC(=O)NC(=O)COC(=O)Cc1coc2ccc3ccccc3c12 | 1.1 | 0.97 | 30 | 1082 | 0 | 8.2 | 2.2 | 21% | 25% | 687 | 1393 | 2.2 | i | i | 1.7 | 11 |
